High-throughput results from PubChem.
FXN GAA850 act: activators of GAA850 frataxin (FXN) promoter; HEK293 lucGAA850 FXN promoter luciferase reporter, 24 h; percent of 10 µM SAHA response; activation, % at 6 µM; hit rate 0.56% among 360,000;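 active means activation above the average of all compounds screened plus 3 SD, cutoff fixed separately per campaign, cut at about 7.5% in these data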;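 further: 0% = DMSO wells and 100% = 10 µM SAHA wells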
GC-A act: GC-A (human) enzyme activation. P16066. HEK293 GC-A cells, cGMP TR-FRET, EC30 ANP; 0% at EC30 ANP, 100% saturating ANP. activation, % at 10 µM. hit rate 0.14% among 370,000; in the data active means activation above about 40%
SMARCA2 act: SMARCA2 function activation, primary screen; MG213 cells, MMTV-luciferase reporter, dexamethasone, overnight; activation, % at 9.1 µM; hit rate 1% among 370,000; AID 652017; in the data active means activation above about 7.8%;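 further: 0% = vehicle wells and 100% = reference activator wells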
DAX1 inh-1: inhibitors of human orphan nuclear receptor DAX1 (NR0B1). AID 504766. inhibition, % at 6.75 µM. hit rate 0.99% among 340,000. HEK293 Gal4-DAX1 luciferase reporter, luminescence;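 active means inhibition above the mean over all tested compounds plus 3 SD, cut at about 4.2% in these data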;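 further: 0% = DAX1-transfected cells with DMSO and 100% = empty-vector control cells with DMSO; inhibition shows as a rise in luminescence from relieved DAX1 repression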
ADAM10 inh: ADAM10 inhibition, QFRET primary screen; hit rate 0.62% among 370,000; inhibition, % at 7 µM; O14672; recombinant ADAM10, EDANS/DABCYL FRET peptide cleavage, 3 h;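 active means inhibition above a per-campaign cutoff equal to the mean of compounds falling between control-based bounds plus 3 SD, cut at about 20% in these data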;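 further: 0% = DMSO wells while the 100% control is not disclosed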
HGIII-sPLA2 inh: Blocks human group III sPLA2 activity; hit rate 0.56% among 370,000; QFRET BODIPY PC-A2 liposome hydrolysis, fluorescence; Q9NZ20; inhibition, % at 12.2 µM; AID 743126;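 active means inhibition above mean plus 3 SD of compounds lying within the high and low control bounds, cut at about 19% in these data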;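 further: 0% = median of test compound wells and 100% = no enzyme DMSO wells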
DAX1 inh-2: DAX1 (NR0B1) inhibition, primary screen. AID 652010. hit rate 1.1% among 370,000. inhibition, % at 6.8 µM. HEK293T StAR-luciferase reporter, SF-1/DAX-1 repression relief;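 active means inhibition above the mean over all tested compounds plus 3 SD, cut at about 3.6% in these data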;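 further: 0% = DAX-1 cells with DMSO and 100% = cells lacking DAX-1 with DMSO; higher inhibition means more luminescence from relief of DAX-1 repression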
hcDAF-12 act: activators of H. contortus DAF-12 nuclear receptor | HEK293 hcDAF-12 lit1-tk-luc reporter, luminescence; 0% DMSO, 100% Δ7-dafachronic acid | activation, % at 6.8 µM | hit rate 1.4% among 370,000;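 active means activation above the mean of all tested compounds plus 3 SD, cut at about 5.5% in these data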;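 further: 100% = response to 3 µM Δ7-dafachronic acid high control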
GC-B act: GC-B (human) receptor activation; P20594; AID 1920062; activation, % at 10 µM; HEK293-GC-B cells, CNP EC30, cGMP TR-FRET; 0% at EC30 CNP, 100% saturating CNP; hit rate 0.11% among 370,000;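 active means activation at 10 µM reaching about 35% in either raw or pattern-adjusted values, limit read from the data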
Target sequence (P20594 whole entry, looked up): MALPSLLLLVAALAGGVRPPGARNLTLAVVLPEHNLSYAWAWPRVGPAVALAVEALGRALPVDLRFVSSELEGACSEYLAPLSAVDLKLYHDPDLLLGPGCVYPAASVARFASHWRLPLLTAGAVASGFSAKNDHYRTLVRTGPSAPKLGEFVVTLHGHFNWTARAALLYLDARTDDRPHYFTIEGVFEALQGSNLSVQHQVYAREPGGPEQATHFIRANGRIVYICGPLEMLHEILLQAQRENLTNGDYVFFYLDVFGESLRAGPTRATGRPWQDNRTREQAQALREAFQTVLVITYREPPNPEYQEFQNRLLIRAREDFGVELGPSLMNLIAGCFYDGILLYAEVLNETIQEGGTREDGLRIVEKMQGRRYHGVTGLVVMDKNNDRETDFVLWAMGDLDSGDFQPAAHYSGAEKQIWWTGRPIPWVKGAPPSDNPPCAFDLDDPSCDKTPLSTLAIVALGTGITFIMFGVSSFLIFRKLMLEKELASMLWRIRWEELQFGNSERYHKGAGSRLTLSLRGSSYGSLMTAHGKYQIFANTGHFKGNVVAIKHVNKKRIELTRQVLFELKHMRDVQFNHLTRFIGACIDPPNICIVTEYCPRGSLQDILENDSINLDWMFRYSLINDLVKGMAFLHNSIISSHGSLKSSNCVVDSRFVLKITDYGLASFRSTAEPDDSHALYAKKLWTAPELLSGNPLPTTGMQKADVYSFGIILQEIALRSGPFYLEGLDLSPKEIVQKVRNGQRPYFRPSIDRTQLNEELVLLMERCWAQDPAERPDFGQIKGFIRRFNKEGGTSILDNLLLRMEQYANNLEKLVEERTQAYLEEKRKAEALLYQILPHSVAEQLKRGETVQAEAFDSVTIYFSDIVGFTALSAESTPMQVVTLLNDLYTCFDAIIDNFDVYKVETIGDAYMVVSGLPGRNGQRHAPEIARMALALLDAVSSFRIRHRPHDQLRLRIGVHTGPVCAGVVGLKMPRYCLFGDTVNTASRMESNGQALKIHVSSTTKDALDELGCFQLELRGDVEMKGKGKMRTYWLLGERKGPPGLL
ssDAF-12 act: activates DAF-12 receptor from parasite S. stercoralis. HEK293 ssDAF-12/GRIP1 lit1-tk-luc reporter, luminescence; % of 3 µM dafachronic acid response. activation, % at 6.8 µM. hit rate 1% among 370,000. AID 652126;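 active means activation above the mean over all tested compounds plus 3 SD, cut at about 0.9% in these data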;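 further: 0% = DMSO-only wells and 100% = 3 µM delta7-dafachronic acid wells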
hgDAF12 agonist: hgDAF-12 agonism, primary luciferase screen | hit rate 1.8% among 370,000 | HEK293 GAL4-hgDAF12 UAS-luciferase reporter, agonist luminescence; normalized to butyrate control | activation, % at 6.8 µM;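 active means activation above a cutoff set at the mean of all screened compounds plus 3 SD, cut at about 10% in these data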;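 further: 0% = DMSO wells and 100% = sodium butyrate wells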
Active calls of the source: *; i = inactive; · = no result given.

Each structure is followed by: FXN GAA850 act	GC-A act	SMARCA2 act	DAX1 inh-1	ADAM10 inh	HGIII-sPLA2 inh	DAX1 inh-2	hcDAF-12 act	GC-B act	ssDAF-12 act	hgDAF12 agonist
CCc1ccc(Sc2cc(C(=O)NCCN3CCOCC3)c3ccccc3n2)cc1
    3.7	6	0	-1.3	-2	-13	-0.7	-2.4	-2	-2.1	0.9
CC(C)=C(NC(=O)c1ccccc1)C(=O)NC(Cc1ccccc1)C(=O)O (stereo unspecified)
    1.9	-1	-1	-0.5	3	1	-0.1	-0.5	-3	-1.1	-1.6
COc1ccc(S(=O)(=O)N2CCOC2CNC(=O)C(=O)NCc2ccc(F)cc2)cc1 (stereo unspecified)
    -0.1	-2	0	-0.6	-5	-3	-0.7	-3.5	2	-1.4	0.1
Cc1cc(Nc2cc(F)ccc2C)n2nc(C)nc2n1
    -0.2	2	-2	3.3	-3	9	-0.2	-0.5	3	-1.4	-0.8
CCN(CC(=O)Nc1ccc(Br)cc1)CC(=O)Nc1cc(C)on1
    2.5	-5	1	-1.0	-23	13	-2.1	-0.4	-4	-0.1	2.0
O=C(NCc1ccccc1)c1nc(S(=O)(=O)Cc2ccccc2)ncc1Cl
    17*	10	-13	-1.5	-5	4	-1.6	-1.4	-1	-0.9	-5.9
COc1ccc(CCNC(=O)CN2C(=O)CCSc3ccccc32)c(OC)c1
    1.4	-7	0	0.2	10	1	-0.2	0.0	6	0.3	-1.1
CCOC(=O)C1=C(C)c2ccccc2OC1(C)C(=O)OCC (stereo unspecified)
    -1.8	-3	-5	0.3	-25	14	-1.1	0.8	6	-0.7	0.2
N#CC1(NC(=O)COC(=O)c2cccc(-n3cnnn3)c2)CCCCC1
    -0.4	1	0	-0.3	-7	7	1.0	-1.1	2	-1.5	2.2
Cc1ccccc1C(=O)OCn1nnc2ccccc2c1=O
    -0.1	1	0	-0.9	-6	-5	-0.8	-0.4	6	-0.7	1.3

Continuation.
Each structure is followed by: FXN GAA850 act	GC-A act	SMARCA2 act	DAX1 inh-1	ADAM10 inh	HGIII-sPLA2 inh	DAX1 inh-2	hcDAF-12 act	GC-B act	ssDAF-12 act	hgDAF12 agonist
CCOc1ccccc1NC(=O)CN(c1ccc(OC)c(OC)c1)S(=O)(=O)c1ccc(C)cc1
    -1.2	-1	-3	1.8	-1	-12	-1.0	-1.4	-3	-1.3	4.2
NC(N)=Nc1nc(CSCC/C(N)=N/S(N)(=O)=O)cs1
    0.5	3	-2	-0.6	-10	5	0.2	1.1	3	-1.2	1.3
Cc1cc(N)ccc1-n1c(C)ccc1C
    2.6	-3	-4	-0.5	-7	4	-1.6	-1.7	2	-1.1	-0.9
O=c1cnnc(Nc2cccc(F)c2)[nH]1
    0.8	4	0	3.5	12	4	0.1	5.4	5	0.7	-1.6
CC(C)CN1C(=O)C(=O)N(CC(=O)N2CCC(Cc3ccccc3)CC2)C1=O
    0.5	1	-2	0.7	-1	-5	-0.6	4.8	2	-1.5	4.3
Cc1ccc2cc(CN(CC3CCCO3)C(=S)NCc3ccco3)c(=O)[nH]c2c1C (stereo unspecified)
    -2.7	9	1	-2.7	-35	-1	-1.4	-2.3	4	-1.3	-1.1
Cc1[nH]c2ccccc2c1C(=O)CN1C(=O)C(=O)N(C2CCCC2)C1=O
    -0.7	2	1	0.3	9	0	1.3	-2.2	-4	-1.2	3.4
COc1ccc(C(N)c2csc(Nc3nncc4ccccc34)n2)cc1 (stereo unspecified)
    -0.5	0	0	·	-19	12	-1.3	0.0	1	-1.7	-2.0
Cc1cc2nc(-c3ccc(SCc4ccc(C#N)cc4)nc3)[nH]c2cc1C
    -0.5	0	-3	-1.7	-112	-8	-0.6	-2.8	3	-2.5	2.3
CC(C)N1C(=S)SC(C)(C)C1NO (stereo unspecified)
    -0.3	2	2	0.9	3	-5	0.5	-1.4	6	-0.8	-0.9

Following part:
Each structure is followed by: FXN GAA850 act	GC-A act	SMARCA2 act	DAX1 inh-1	ADAM10 inh	HGIII-sPLA2 inh	DAX1 inh-2	hcDAF-12 act	GC-B act	ssDAF-12 act	hgDAF12 agonist
O=[N+]([O-])c1ccc2c(c1)-c1ccccc1C2=NO
    -3.0	9	-3	-0.6	1	-69	-2.0	-0.8	8	-1.1	3.0
C/C=C/c1ccc(OCCOCCNCc2ccccc2)c(OC)c1
    5.9	-4	-2	0.1	4	2	-0.5	-0.4	-9	-0.7	-0.8
COc1ccccc1N1CCN(C2CCCC(C)C2)CC1 (stereo unspecified)
    0.8	1	-1	-0.3	1	7	0.3	0.7	5	-1.5	0.4
CCc1cc2c(CN3CCN(CCO)CC3)cc(=O)oc2cc1O
    2.4	-10	4	-0.4	i	1	-0.3	1.2	-2	-1.7	0.8
CC(=O)N=c1n(C)c2ccccc2n1CCOc1ccccc1
    2.2	0	1	0.5	6	3	0.4	-1.4	1	-0.2	0.9
Cc1ccc(SC/C(O)=C(\C#N)c2nc3ccccc3n2C)cc1
    0.6	-3	3	0.0	-27	-2	0.4	-2.0	-2	-0.8	3.0
CCOC(=O)C1CCN(C(=O)C2COc3ccccc3O2)CC1 (stereo unspecified)
    -1.1	-2	-1	0.2	-2	-4	0.1	0.3	-2	-1.0	1.6
COCCNc1nc(NCC2CCCCC2)c2sc(-c3ccccc3)cc2n1
    0.6	1	-4	·	-19	-10	-1.6	-2.1	0	-1.0	0.9
COc1ccc2[nH]cc(CC(=O)O)c2c1
    -0.3	-6	0	2.2	-22	9	0.0	2.3	0	-0.9	-1.1
CCN1c2ccccc2NC2C1C(C(C)=O)C(=O)N2c1ccc(Cl)cc1 (stereo unspecified)
    -0.4	·	0	-0.2	-46	-16	-0.5	8.8*	·	-0.5	-2.6

Record cards, as listed above:
CCc1cc2c(CN3CCN(CCO)CC3)cc(=O)oc2cc1O as listed: FXN GAA850 act = 2.4; GC-A act = -10; SMARCA2 act = 4; DAX1 inh-1 = -0.4; ADAM10 inh = i; HGIII-sPLA2 inh = 1; DAX1 inh-2 = -0.3; hcDAF-12 act = 1.2; GC-B act = -2; ssDAF-12 act = -1.7; hgDAF12 agonist = 0.8
CC(=O)N=c1n(C)c2ccccc2n1CCOc1ccccc1 as listed: FXN GAA850 act = 2.2; GC-A act = 0; SMARCA2 act = 1; DAX1 inh-1 = 0.5; ADAM10 inh = 6; HGIII-sPLA2 inh = 3; DAX1 inh-2 = 0.4; hcDAF-12 act = -1.4; GC-B act = 1; ssDAF-12 act = -0.2; hgDAF12 agonist = 0.9

Next part
Each structure is followed by: FXN GAA850 act	GC-A act	SMARCA2 act	DAX1 inh-1	ADAM10 inh	HGIII-sPLA2 inh	DAX1 inh-2	hcDAF-12 act	GC-B act	ssDAF-12 act	hgDAF12 agonist
Cc1cccc(C)c1NC(=O)CN1CCN(c2ccc(F)cc2)CC1
    ·	1	-4	·	-14	10	-1.1	-2.4	4	-1.3	-3.1
COc1ccc2[nH]c(=O)c(CN(CC3CCCO3)C(=O)Nc3ccccc3OC)cc2c1 (stereo unspecified)
    -0.6	-7	0	-1.4	-156	-7	0.3	-1.3	-5	-1.2	-0.9
O=c1cc(CN2CCC(Cc3ccccc3)CC2)nc2sccn12
    2.4	2	1	-0.1	-9	5	-0.8	-1.6	7	-0.1	-0.1
CCOC(=O)Cn1nc(C)n(-c2ccc(C(C)C)cc2)c1=O
    0.6	1	-5	0.4	-1	1	0.0	0.0	5	-1.3	-0.1
O=C1c2ccccc2CCC12N=NCC2c1ccccc1 (stereo unspecified)
    1.9	-4	0	-1.7	7	-1	0.1	4.0	-6	-0.1	5.3
CCCCCCN(C(=O)CCCCCN1C(=O)NC(c2ccc(-c3ccccc3)cc2)C(C(=O)OCc2ccccc2)=C1C)C(C(=O)NCCCC)c1ccc(-c2ccccc2)cc1 (stereo unspecified)
    ·	0	0	·	-5	-4	-0.4	-1.2	1	-1.0	-1.2
COc1ccccc1CNC(=O)COC(=O)c1ccc(Cl)c(N)c1
    2.6	0	-2	0.5	-49	-3	0.2	0.9	-1	-0.9	-1.2
O=C(C1Cc2ccccc2CN1S(=O)(=O)c1ccc(F)cc1)N1CCOCC1 (stereo unspecified)
    -0.3	5	-4	0.5	-4	1	0.9	-0.3	1	-1.5	-0.6
O=C(COc1ccccc1)Nc1ccc2c(c1)C(=O)N(CC1CCCO1)C2=O (stereo unspecified)
    -1.2	-2	-3	1.2	-7	4	1.2	-2.0	0	-0.8	1.1
Cc1cccc(C(=O)NNC(=S)NC(=O)c2cccs2)c1
    -1.4	4	1	0.2	0	28*	-1.5	3.5	4	-0.8	2.4

Remaining list, next part
Each structure is followed by: FXN GAA850 act	GC-A act	SMARCA2 act	DAX1 inh-1	ADAM10 inh	HGIII-sPLA2 inh	DAX1 inh-2	hcDAF-12 act	GC-B act	ssDAF-12 act	hgDAF12 agonist
Cc1cc(C)c2cc(C#N)c(NCCCNC(=O)CCC(=O)O)nc2c1
    1.6	-1	4	0.9	-489	-1	0.1	1.2	-5	-0.9	2.9
CCC(NCc1cccnc1)c1ccc(OC)c(OC)c1 (stereo unspecified)
    1.7	-5	-2	1.0	0	1	0.0	0.2	4	-1.2	0.0
CCN1C(=O)[C@@H]2[C@@H](c3ccc(-c4cccc(Cl)c4)c(OC)c3)N3CCCC[C@@]3(C(=O)OC)[C@@H]2C1=O
    0.2	1	-1	-1.4	13	0	1.1	0.1	0	-0.7	2.5
CCc1ccc(C2c3[nH]c4ccccc4c3CCN2C(=O)c2cc[n+]([O-])cc2)cc1 (stereo unspecified)
    -3.5	12	0	-2.1	1	-9	-0.9	0.7	10	-0.9	-1.7
C=CC[C@H](CC(=O)N(CCO)Cc1ccccc1)C(=O)N[C@@H](COC(=O)[C@@H](CC=C)CC(=O)OC(C)(C)C)Cc1c[nH]c2ccccc12
    -9.8	-3	-1	0.6	37*	-64	-0.6	-1.2	-3	-1.8	-3.1
OC(c1ccccc1)(c1nc(-c2ccc3ccccc3c2)cs1)C(F)(F)F (stereo unspecified)
    2.7	2	-2	·	7	-25	-0.1	-0.3	2	-1.4	3.0
CCOc1ccc(NS(=O)(=O)c2ccc3c(c2)N(C(C)=O)CCS3)cc1
    -1.9	2	-5	-0.2	-1	-9	-0.5	-0.9	-4	-1.4	-0.2
Cc1ccc(S(=O)(=O)N2CCOCC2)cc1C(=O)NCC1CCCCC1
    1.5	4	3	-0.6	-17	4	1.7	-1.4	0	-1.0	1.8

Compounds were not picked by outcome; overall some 6.6% were active at least once.
